zVAD death inh: L929 zVAD cell death inhibition | L929 zVAD necroptosis rescue, ATP luminescence, 24 h; with zVAD 60 µM | viability rescue, % at 10 µM | 220,000 compounds, 0.38% hits | AID 1377;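 active = activation, scaled between plate controls, above about 75%, limit read from the data; inactive = activation under that limit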;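 note: 0% = zVAD with DMSO and 100% = DMSO alone without zVAD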
FXIa inh 1536: inhibitors of human coagulation factor XIa; inhibition, % at 5 µM; P03951; purified FXIa, Boc-Glu-Ala-Arg-AMC fluorogenic substrate; 220,000 compounds, 0.14% hits; AID 798;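 active = inhibition of at least 40%; inactive = inhibition below 40%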;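 note: fluorescence of freed AMC excited at 355 nm; 0% = enzyme without compound and 100% = no enzyme blank; many of its hits are not listed in these tables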
TNF death inh: blocks TNF-alpha induced death of Jurkat FADD-/- cells; Jurkat FADD-/- TNF necroptosis rescue, ATP luminescence, 24 h; 0 = TNF only, 100 = no-TNF cells; activation (protection from cell death), % at 10 µM; 220,000 compounds, 0.068% hits; AID 463075;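 active = activation, meaning protection from cell death, of at least 50% relative to plate controls; inactive = activation below 50%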;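 note: necroptosis triggered by 40 ng/mL TNF-alpha added together with compound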
Hck Nef HTS: human Hck-Nef kinase inhibition | Recombinant Hck-YEEI plus Nef, Z-Lyte FRET kinase assay | inhibition, % at 20 µM | 220,000 compounds, 0.68% hits;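 active = Hck-Nef kinase inhibition above about 50%, limit read from the data; inactive = inhibition below that limit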;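 note: 0% = DMSO with Hck plus Nef and 100% = Hck alone without Nef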
KLK5 inh: kallikrein 5 (human) inhibition; Q9Y337; recombinant hK5, fluorogenic AMC substrate cleavage; inhibition, % at 5 µM; 210,000 compounds, 0.59% hits; AID 873;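 active = inhibition of 40% or more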;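 note: 0% = enzyme controls without compound and 100% = no-enzyme blanks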
Cl transport mod: modulators of human KCC2 chloride dependent transport | Q9H2X9 | B-score of Tl+ flux slope (higher = more flux/activation; lower = inhibition) at 10 µM | 190,000 compounds, 2.2% hits | AID 1456 | KCC2 cells, thallium flux FluoZin-2 fluorescence;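 active = thallium flux slope and its plate-corrected score both differing from the plate sample mean at a set confidence after two filtering rounds, in either direction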;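 note: slope of fluorescence scaled to starting intensity during 10 to 20 s after thallium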
Target sequence (Q9H2X9 whole entry, looked up): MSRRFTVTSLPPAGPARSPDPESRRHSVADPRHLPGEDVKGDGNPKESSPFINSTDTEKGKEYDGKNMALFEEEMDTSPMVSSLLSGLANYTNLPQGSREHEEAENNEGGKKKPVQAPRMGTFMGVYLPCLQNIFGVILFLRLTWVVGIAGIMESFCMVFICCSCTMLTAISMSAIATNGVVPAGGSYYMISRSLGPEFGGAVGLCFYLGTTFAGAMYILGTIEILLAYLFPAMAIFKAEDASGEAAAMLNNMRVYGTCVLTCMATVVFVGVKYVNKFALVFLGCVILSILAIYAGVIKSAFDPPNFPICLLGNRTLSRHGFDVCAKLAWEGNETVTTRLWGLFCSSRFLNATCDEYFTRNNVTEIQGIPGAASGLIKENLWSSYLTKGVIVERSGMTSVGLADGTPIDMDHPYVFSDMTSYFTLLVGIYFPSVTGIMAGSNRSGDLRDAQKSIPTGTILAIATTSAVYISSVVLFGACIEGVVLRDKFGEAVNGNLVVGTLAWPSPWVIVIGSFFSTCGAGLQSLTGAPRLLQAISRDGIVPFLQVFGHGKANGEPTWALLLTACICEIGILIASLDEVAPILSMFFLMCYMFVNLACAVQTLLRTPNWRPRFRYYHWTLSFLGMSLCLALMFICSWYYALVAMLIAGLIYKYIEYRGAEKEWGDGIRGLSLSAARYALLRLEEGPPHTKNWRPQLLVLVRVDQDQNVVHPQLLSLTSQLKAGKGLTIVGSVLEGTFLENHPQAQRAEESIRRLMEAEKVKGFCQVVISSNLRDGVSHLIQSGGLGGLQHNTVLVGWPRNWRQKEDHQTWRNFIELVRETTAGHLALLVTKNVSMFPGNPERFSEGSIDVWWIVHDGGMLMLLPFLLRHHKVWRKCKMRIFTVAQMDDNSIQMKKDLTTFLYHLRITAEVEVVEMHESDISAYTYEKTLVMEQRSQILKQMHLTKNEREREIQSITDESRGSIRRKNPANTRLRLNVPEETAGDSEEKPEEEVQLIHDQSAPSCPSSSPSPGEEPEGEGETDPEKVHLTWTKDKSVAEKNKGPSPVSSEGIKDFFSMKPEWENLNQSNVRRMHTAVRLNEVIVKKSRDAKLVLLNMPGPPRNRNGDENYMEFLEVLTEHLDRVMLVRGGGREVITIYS
Thrombin inh: inhibitors of human thrombin; inhibition, % at 5 µM; AID 1046; 220,000 compounds, 0.26% hits; alpha-thrombin, Boc-VPR-AMC fluorogenic substrate cleavage; P00734;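 active = inhibition at or above 40%; inactive = inhibition below 40%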;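 note: 0% = enzyme with no compound and 100% = wells without enzyme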
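signal = AMC fluorescence, 355/460 nm | material = human alpha-thrombin enzyme | control set = enzyme without compound as high, wells lacking enzyme as low | times = reaction at room temperature | read-out basis = percent inhibition scaled between no-compound controls and no-enzyme blanks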
FXIIa inh: blocks human coagulation factor XIIa protease activity; AID 800; inhibition, % at 5 µM; 220,000 compounds, 0.3% hits; purified FXIIa, Boc-QGR-AMC fluorogenic substrate, 2 h; P00748; in the data active = inhibition above about 40%;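 note: 0% = enzyme with no compound and 100% = blank without enzyme; many of its hits are not listed in these tables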
Rad51 HR inh: blocks human Rad51 in homologous recombination. Q06609. hRad51 DNA strand exchange, fluorescence dequenching. inhibition, % at 10 µM. 200,000 compounds, 0.085% hits;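 active = inhibition above 40% at the single screening dose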;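 note: 0% = DMSO control wells and 100% = blanks with heterologous ssDNA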
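Test system: preformed human Rad51 ssDNA filaments. Compound dosing: single dose, 10 µM final compound. Incubation: filaments 15 min 37 °C, then compound 30 min. Technique: FRET fluorescence dequenching, excitation 485 nm, emission 520 nm. Read-out basis: percent inhibition from fluorescence, normalised to plate control and blank means. Benchmarks: plate controls and plate blanks.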
Starred values were filed as active, the others as inactive; x = not tested or not shown.

mol	zVAD death inh	FXIa inh 1536	TNF death inh	Hck Nef HTS	KLK5 inh	Cl transport mod	Thrombin inh	FXIIa inh	Rad51 HR inh
O=C(c1ccc(-c2ccccc2)cc1)C1CCCN(C(=O)Cn2cncn2)C1 (stereo not drawn)	-0.3	1	-0.7	15	13	x	-1	4	x
COCCOC(=O)C(C#N)c1nc2ccccc2nc1N1CCCC1 (stereo not drawn)	0.2	-1	-2.9	1	2	-0.49	-5	-9	-8
O=C(Nc1ccc([N+](=O)[O-])cn1)c1cc(-c2cccc(Cl)c2)nc2ccccc12	3.1	1	6.3	0	9	-1.7	-9	5	6
O=C1C(=O)N(CCN2CCOCC2)C(c2ccccn2)/C1=C(/O)c1ccccc1 (stereo not drawn)	0.7	-8	0.1	1	3	x	-1	-10	2
Cc1ccnc(NC(=O)CS(=O)(=O)Cc2ccccc2)c1	-0.3	7	1.4	-24	-4	0.94	4	19	3
COCCNC(=O)C(c1ccc(F)cc1)N(C(=O)CCC(=O)Nc1nccs1)c1cccc(C)c1 (stereo not drawn)	2.4	3	1.0	18	5	0.9	-12	3	0
CC1=C(C(=O)N2CCCC(C(=O)c3cccc(C(F)(F)F)c3)C2)OCCO1 (stereo not drawn)	0.0	-1	0.6	22	2	0.41	-13	7	4
O=C(Nc1c(C(=O)Nc2cccc(F)c2)oc2ccccc12)c1ccc2c(c1)OCO2	1.2	-4	0.4	1	-3	x	-4	10	-7
CCOC(=O)c1cccc(NC(=O)c2cc3sccc3n2C)c1	1.0	0	-3.7	0	-3	x	-2	13	2
CCOc1cccc(=O)c2c(C)oc(C)c12	0.9	-11	0.5	-1	9	0.1	4	20	-13
Cc1cccc(NC(=S)N(Cc2ccc(Cl)cc2)Cc2ccc(C(=O)O)cc2)c1	-0.4	4	-0.2	12	x	-0.079	0	12	x
COc1cccc(NC(=O)CCP(C)(=O)O)c1	-0.2	3	-2.1	-1	-2	0.24	0	9	19
COCCNC(=O)C(c1ccc(C)o1)N(C(=O)C(=O)NC1CCCCC1)c1ccc(F)cc1 (stereo not drawn)	4.6	-6	0.3	17	-3	-0.024	-6	4	3
CCCCCCCCc1nc(SC(C)C(=O)O)n[nH]1 (stereo not drawn)	2.6	-9	1.1	14	-3	-0.57	-6	5	-5
COC(=O)c1ccccc1NC(=O)CSc1ncccn1	0.5	1	1.4	-3	1	1.5	-3	6	x
O=C(N1CCOCC1)C12CC3CC(C1)CC(C(=O)N1CCOCC1)(C3)C2	-0.2	-6	0.4	1	-17	-0.39	10	7	-3
O=C(c1ccc(C(F)(F)F)cc1)C1CCCN(C(=O)CN2CCCC2=O)C1 (stereo not drawn)	0.1	3	-0.8	4	2	-0.016	1	14	13
COC(=O)c1ccccc1NC(=O)CN1CCC(C)CC1	0.9	1	-0.3	-13	-4	1.3	-7	3	6
O=C(N1CCCC1)C(F)(F)Oc1ccc(F)cc1	0.5	-8	-0.5	-9	-23	0.24	1	-3	6
COc1ccc(C(=O)/C=C/c2cccs2)c(OC(=O)N2CCOCC2)c1	0.3	6	0.9	8	-4	0.34	-2	4	-5

Arranged by length of the SMILES (low to high): part of the list above
mol	zVAD death inh	FXIa inh 1536	TNF death inh	Hck Nef HTS	KLK5 inh	Cl transport mod	Thrombin inh	FXIIa inh	Rad51 HR inh
COc1cccc(NC(=O)CCP(C)(=O)O)c1	-0.2	3	-2.1	-1	-2	0.24	0	9	19
CCCCCCCCc1nc(SC(C)C(=O)O)n[nH]1 (stereo not drawn)	2.6	-9	1.1	14	-3	-0.57	-6	5	-5
COC(=O)c1ccccc1NC(=O)CN1CCC(C)CC1	0.9	1	-0.3	-13	-4	1.3	-7	3	6
Cc1ccnc(NC(=O)CS(=O)(=O)Cc2ccccc2)c1	-0.3	7	1.4	-24	-4	0.94	4	19	3
COCCOC(=O)C(C#N)c1nc2ccccc2nc1N1CCCC1 (stereo not drawn)	0.2	-1	-2.9	1	2	-0.49	-5	-9	-8
COc1ccc(C(=O)/C=C/c2cccs2)c(OC(=O)N2CCOCC2)c1	0.3	6	0.9	8	-4	0.34	-2	4	-5
O=C(c1ccc(-c2ccccc2)cc1)C1CCCN(C(=O)Cn2cncn2)C1 (stereo not drawn)	-0.3	1	-0.7	15	13	x	-1	4	x
O=C(c1ccc(C(F)(F)F)cc1)C1CCCN(C(=O)CN2CCCC2=O)C1 (stereo not drawn)	0.1	3	-0.8	4	2	-0.016	1	14	13
CC1=C(C(=O)N2CCCC(C(=O)c3cccc(C(F)(F)F)c3)C2)OCCO1 (stereo not drawn)	0.0	-1	0.6	22	2	0.41	-13	7	4
O=C(Nc1c(C(=O)Nc2cccc(F)c2)oc2ccccc12)c1ccc2c(c1)OCO2	1.2	-4	0.4	1	-3	x	-4	10	-7
COCCNC(=O)C(c1ccc(C)o1)N(C(=O)C(=O)NC1CCCCC1)c1ccc(F)cc1 (stereo not drawn)	4.6	-6	0.3	17	-3	-0.024	-6	4	3

Next part.
mol	zVAD death inh	FXIa inh 1536	TNF death inh	Hck Nef HTS	KLK5 inh	Cl transport mod	Thrombin inh	FXIIa inh	Rad51 HR inh
Cc1cccc(-c2nnc3n2N=C(c2ccccc2)CS3)c1	-0.2	0	-2.1	0	0	0.24	3	18	-4
COc1ccccc1NS(=O)(=O)c1cccc(C(=O)OCC(=O)Nc2cc(C)on2)c1	-0.2	0	0.0	-1	-2	-0.82	0	10	6
Cc1ccc(NC(=S)N/N=C/c2c(Cl)cccc2Cl)c(C)c1	1.4	0	-5.7	4	1	53*	-3	6	8
CC(C)CNS(=O)(=O)c1ccc(NC(=O)Cn2nc(-c3ccc(F)cc3)ccc2=O)cc1	1.0	16	2.1	2	-8	0.26	-2	22	x
COc1ccc(CCNS(=O)(=O)c2ccc3c(c2)n(C)c(=O)c(=O)n3C)cc1OC	0.0	-1	0.4	1	1	0.86	-3	15	-2
CCOC(=O)C/C(C)=N/NC(=O)Nc1ccccc1	0.2	3	1.6	-23	-11	-1.1	0	11	x
CCC(SC1=Nc2ccccc2C2=NC(CC(C)C)C(=O)N12)C(=O)Nc1ccc2c(c1)OCO2 (stereo not drawn)	-0.4	6	-1.0	-1	8	-3.2	-4	2	2
CCOc1ccc(CCNC(=O)C2CCCN(c3nn4c(=O)cc(C)nc4s3)C2)cc1OCC (stereo not drawn)	0.0	-9	-1.8	-1	0	0.41	-2	-1	5
Clc1ccc(-c2ccc(CNCC3CCCO3)o2)cc1 (stereo not drawn)	0.3	-1	3.4	15	-1	-0.54	-4	4	15
CC(C)c1ccc(S(=O)(=O)N2CCN(CCC(=O)Nc3ccc(N(C)C)cc3)CC2)cc1	0.3	4	0.5	1	-24	x	4	18	-7
COc1ccc(C(=O)Nc2cc([N+](=O)[O-])ccc2N2CCN(C)CC2)cc1	-0.1	5	-1.8	1	15	x	3	16	x
CCCSc1cc(NCCOC(C)=O)c([N+](=O)[O-])c2nonc12	-0.9	9	0.3	5	-11	-0.64	2	10	4
O=C(CN1CCCC1)N1CCCc2c1c(=O)oc1ccc(OCc3ccccc3)cc21	0.5	-16	-0.6	4	-17	-2.9	-2	-12	0
O=c1c2ccccc2cnn1-c1nc2ccccc2[nH]1	-1.9	-1	-13	19	-1	-0.072	-15	6	13
O=c1[nH]c2ccc(Cl)cc2c(=O)n1Cc1ccco1	0.3	-3	0.8	1	-15	2.2	-7	-14	2
Cc1cc(C)n(-c2nc(Nc3ccccc3C)nc(-n3nc(C)cc3C)n2)n1	0.7	-15	2.4	1	-6	0.59	-5	3	-1
O=C(CSc1nnc(-c2cccnc2)n1-c1ccc(F)cc1)NCc1ccc2c(c1)OCO2	1.7	2	1.8	-6	-4	-1.5	-2	14	-18
COc1ccc(Cl)c(NC(=O)Cn2nnc(-c3ccccc3N)n2)c1	1.4	1	1.8	3	-17	0.44	2	10	0
COC(=O)CN1C(=O)C(O)(CC(=O)c2ccc(Br)cc2)c2ccccc21 (stereo not drawn)	0.9	-3	-0.2	6	1	-0.099	1	5	-1
CCOC(=O)c1sc(-c2ccc(F)cc2)cc1NC(=O)Nc1ccccc1OC	1.2	-4	0.9	1	-12	-0.06	-19	1	-9
O=C(Cn1cc([N+](=O)[O-])cn1)N1CCCc2ccccc21	2.9	-4	4.1	24	-7	0.52	4	8	17
NC(=O)c1ccsc1NC(=O)c1cccs1	26	x	-1.5	12	x	0.7	x	x	-10
O=C(COC(=O)C1CC1)Nc1ccc(N=Nc2ccccc2)cc1	-0.1	6	0.8	-2	-2	-0.13	4	10	x
CCCCOC(=O)Nc1cc(Cl)ccc1C	-0.6	-1	3.4	-20	-12	-0.07	3	8	2
O=S(=O)([N-]c1nc2ccccc2nc1-n1cc[n+](Cc2ccccc2)c1)c1ccccc1	0.7	1	0.1	17	-2	-0.42	0	8	10
CCCC(=O)N1CCC(O)(c2cccc(F)c2)CC1	0.0	-7	0.8	-8	-12	0.11	0	-1	0
O=S1(=O)CCC(NC(=S)SCc2ccccc2Br)C1 (stereo not drawn)	-1.7	-3	-11	22	0	-0.14	12	6	-8
Cc1ccc(SC(C)C(=O)Nc2ccccc2-c2ccccc2)cc1 (stereo not drawn)	x	0	1.2	4	-6	0.37	-4	6	x
O=C(O)C(O)Cc1c[nH]c2ccccc12 (stereo not drawn)	0.1	6	-0.6	0	-4	-0.1	2	11	1
CCN1C(=O)C2(C(C#N)=C(N)Oc3c2c(C)nn3-c2ccccc2)c2ccccc21 (stereo not drawn)	1.3	7	-8.2	0	0	-1.6	-1	16	7
CCCn1c2ccc(/C(C)=N\O)cc2c2cc(/C(C)=N/O)ccc21	-0.2	1	0.5	0	-3	0.36	-12	-7	8
O=C(c1cccs1)N1N=C(c2ccccc2)CC1c1ccccc1O (stereo not drawn)	2.0	2	-0.6	-13	x	-0.12	0	7	-10
CC(NS(=O)(=O)c1ccccc1)C(=O)NCCc1ccccn1 (stereo not drawn)	1.0	0	0.0	24	2	-0.041	2	10	19
COc1ccc(N2CCN(c3ccc(N4C(=O)COCC4=O)cc3[N+](=O)[O-])CC2)cc1	1.2	3	1.7	1	-5	1.6	-6	1	2
CCC(CC)C(=O)Nc1cccc(C(=O)NCc2ccco2)c1	0.0	0	-3.6	0	0	-0.31	-3	5	-1
Cc1ccc(NCC(=O)N/N=C/c2cccc(Oc3ccccc3)c2)cc1	5.0	3	1.1	3	-4	-0.19	1	13	-2
O=S(=O)(Nc1ccccn1)c1cccc(S(=O)(=O)c2ccc(Br)cc2)c1	7.2	7	0.0	19	2	-0.064	-6	9	-3
COc1ccc(N(C(=O)CNC(=O)c2ccco2)C(C(=O)NC2CCCCC2)c2ccco2)cc1 (stereo not drawn)	1.4	-2	-2.1	1	-5	0.34	-2	12	9

The list is partial, so the mix of outcomes need not match the whole.
